KAT2A inh: qHTS Assay for Inhibitors of GCN5L2 | Potency, µM (series often up to 58.9 µM), without a hit: at the top dose activity change, negative = inhibition, most hits filed as inhibitors | Histone acetyltransferase KAT2A (Homo sapiens), Q92830 | GCN5L2 HAT assay, ThioGlo1 CoA-SH fluorescence | 390,000 compounds, 0.21% hits
Target sequence (Q92830 whole entry, looked up): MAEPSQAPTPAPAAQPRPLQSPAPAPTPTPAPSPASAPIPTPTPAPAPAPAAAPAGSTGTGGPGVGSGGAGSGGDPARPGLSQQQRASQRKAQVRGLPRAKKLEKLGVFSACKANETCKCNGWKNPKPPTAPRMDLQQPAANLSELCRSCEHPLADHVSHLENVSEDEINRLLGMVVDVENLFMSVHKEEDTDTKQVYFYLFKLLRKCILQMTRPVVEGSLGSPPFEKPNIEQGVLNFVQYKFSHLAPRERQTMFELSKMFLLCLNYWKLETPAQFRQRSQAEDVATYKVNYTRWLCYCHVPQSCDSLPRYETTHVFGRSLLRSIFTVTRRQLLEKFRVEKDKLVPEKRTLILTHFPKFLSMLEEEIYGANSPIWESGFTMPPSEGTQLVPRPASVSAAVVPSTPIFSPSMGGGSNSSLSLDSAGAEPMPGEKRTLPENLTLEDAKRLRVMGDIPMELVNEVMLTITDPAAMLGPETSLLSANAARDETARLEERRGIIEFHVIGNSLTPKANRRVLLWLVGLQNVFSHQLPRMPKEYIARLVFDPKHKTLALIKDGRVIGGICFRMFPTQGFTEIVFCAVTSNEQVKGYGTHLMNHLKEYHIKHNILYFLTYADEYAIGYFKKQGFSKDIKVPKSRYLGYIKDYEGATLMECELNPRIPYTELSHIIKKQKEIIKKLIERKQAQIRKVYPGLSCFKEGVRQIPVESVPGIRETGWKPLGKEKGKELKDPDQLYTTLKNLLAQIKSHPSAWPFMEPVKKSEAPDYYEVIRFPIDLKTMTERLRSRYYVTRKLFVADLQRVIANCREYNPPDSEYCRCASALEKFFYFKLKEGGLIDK
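Preincubate 20nM GCN5L2 with compound 15 min, RT → add 50uM ThioGlo1 + 75uM H3(1-25) + 70uM acetyl-CoA → read fluorescence 0 and 20 min. Primary qHTS; fluorescent artifacts likely.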
DT40 TDP1 CPT: qHTS for Inhibitors of human tyrosyl-DNA phosphodiesterase 1 (TDP1): qHTS in cells in presence of CPT | chicken DT40 Tdp1-/-;hTDP1 cells + 20 nM CPT, ATP luminescence, 48 h | Potency, µM (highest dose often 46.2 µM), for inactives: at the top dose activity change, negative = growth inhibition, hits mostly inhibitors | 420,000 compounds, 12% hits; also: nearly all actives have a fitted effect of over 55% in size
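Chicken DT40 Tdp1-/- cells complemented with human TDP1, 400 cells/well, exposed to compounds plus 20 nM camptothecin for at least 48 h at 37 C; viability read as ATP content by CellTiter-Glo luminescence.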
DT40 TDP1 no CPT: qHTS for Inhibitors of human tyrosyl-DNA phosphodiesterase 1 (TDP1): qHTS in cells in absence of CPT. DT40 Tdp1-/- hTDP1 cells, no CPT, ATP luminescence, 48 h. 420,000 compounds, 15% hits. Potency, µM (series often up to 46.2 µM), for the others: at the highest dose activity change, negative = growth inhibition, actives largely listed as inhibitors; also: nearly all actives have a fitted effect of over 55% in size
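No-CPT arm: Tdp1-/-;hTDP1 DT40 cells (400/well) plus compounds, incubated ≥48 hr at 37 °C. Readout CellTiter-Glo luminescence.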
Starred values were filed as active, the others as inactive; ? = inconclusive; nt = not tested or not shown; [ ] = another dose, or the depositor's remark. Calls follow the shape of the dose curve; as a rule, active = well fitted curve in the direction sought with a large enough effect; inconclusive = small, poorly fitted or top-dose-only effect, or another doubt; inactive = no such curve, though single readings can be large; an effect the other way counts as inactive or inconclusive. % is scaled to controls: 0 for no effect and ±100 for the full control effect; potency is read from the fitted curve at half-maximal effect. Rows were taken by chance, and some 18% of all compounds hit somewhere here.

smiles | DT40 TDP1 no CPT | KAT2A inh | DT40 TDP1 CPT
CC(C)Oc1ccc(C(=O)NC2CCCCC2)cc1 | ? | -2.4% | -8.3%
O=C1Nc2cccnc2Sc2ccccc21 | -11.5% | -12.9% | -29.0%
Cn1c(N)c(C(=O)COC(=O)c2ccc(Cl)c(S(=O)(=O)N3CCCC3)c2)c(=O)n(C)c1=O | -20.8% | -18.3% | ?
CC(C)Cc1ccc(CN2CCCC(NC(=O)c3ccoc3)C2)cc1 (stereo not given) | 13µM* | -18.3% | 11.6µM*
CCN(CC)C(=O)Cn1cc(C(=O)C(=O)N2CCN(c3ccc([N+](=O)[O-])cc3)CC2)c2ccccc21 | 7.31µM* | -15.7% | 6.51µM*
CCOC(=O)C1=C(C)NC(=O)NC1/C(C)=C/c1ccccc1 (stereo not given) | ? | -0.9% | -9.3%
C=CCN(CC=C)Cc1cc(=O)n2c(-c3ccccc3)csc2n1 | -25.9% | 3.3% | -14.1%
COc1cc(OC)nc(NC(=O)COC(=O)C2CCCCC2)n1 | -20.5% | 1.5% | 0.2%
CCCOC(=S)N/C(=N\S(=O)(=O)c1ccccc1)c1ccccc1 | ? | -3.3% | ?
NNC(=O)c1sc(-c2ccc(Cl)cc2)cc1N | -7.2% | -2.9% | -11.3%
COc1ccc(-c2noc(CCC(=O)Nc3cc(Cl)c(OC)cc3OC)n2)cc1 | 18.4µM* | -8.1% | ?
CSCCNC(=O)c1ccc2nc(Cc3ccccc3F)oc2c1 | -0.7% | -6.1% | 1.4%
CC(=O)Nc1ccc(NC(=S)NC(=O)c2ccc([N+](=O)[O-])c(C)c2)cc1 | -9.8% | ? | -1.3%
CCOC(=O)C1=C(C)N(C)C(=S)NC1c1ccc(Cl)cc1 (stereo not given) | -46.2% | -1.4% | ?
O=C(COC(=O)COc1ccc(Cl)cc1)NC1CCCCC1 | -3.5% | -1.6% | -8.0%
O=C1c2cc(O)c(O)cc2S(=O)(=O)C1c1ccccc1 (stereo not given) | 5.1% | -3.7% | 1.7%
CCOC(=O)c1c(C)[nH]c(C)c1C(=O)COC(=O)c1cccc(C)c1O | ? | -7.2% | ?
Cc1csc(SCC(=O)N2CCCC2)n1 | -13.3% | 1.6% | 3.5%
COc1ccc(Cl)cc1S(=O)(=O)N1CCN(C)CC1 | 11.1% | -13.0% | 30.6%[activator]
CCc1ccc(C(=O)NNC(=O)c2ccc(=O)n(C)n2)cc1 | 0.3% | -0.7% | -8.9%

Of the compounds above, 3 have an aryl methoxy group.
smiles | DT40 TDP1 no CPT | KAT2A inh | DT40 TDP1 CPT
COc1cc(OC)nc(NC(=O)COC(=O)C2CCCCC2)n1 | -20.5% | 1.5% | 0.2%
COc1ccc(-c2noc(CCC(=O)Nc3cc(Cl)c(OC)cc3OC)n2)cc1 | 18.4µM* | -8.1% | ?
COc1ccc(Cl)cc1S(=O)(=O)N1CCN(C)CC1 | 11.1% | -13.0% | 30.6%[activator]

Other entries follow:
smiles | DT40 TDP1 no CPT | KAT2A inh | DT40 TDP1 CPT
Cc1csc(C(=O)NCC(=O)NNC(=O)c2cccc(Cl)c2)c1 | 15.5% | ? | 4.9%
COc1ccc(C2=Nc3ccccc3N(C(=O)c3ccc(C)cc3)C2C(=O)NCc2ccccc2)cc1 (stereo not given) | ? | nt | ?
CCC(C(=O)NCCCc1ccccc1)c1ccccc1 (stereo not given) | -8.4% | 0.5% | ?
O=C(N/N=C/c1cccn1-c1ccccc1)c1ccncc1 | -13.9% | -5.8% | -0.9%
COc1cc(/C=C/C(=O)NCC2CCCCC2)cc(OC)c1OC | -19.1% | -5.9% | -2.3%
O=C(NCCc1csc(-c2cccnc2)n1)c1ccccc1Br | -25.8% | -13.4% | -25.9%
O=C(CN1CCN(c2ccccc2F)CC1)N1CCc2ccccc21 | ? | -3.1% | -1.4%
O=C1C2CCCN2C(c2ccccc2)N1c1ccc(Cl)cc1 (stereo not given) | -9.6% | -5.8% | -17.7%
O=C(O)CCCn1cc(NC(=O)COc2ccccc2[N+](=O)[O-])cn1 | -14.1% | -2.2% | -8.3%
COc1ccc(S(=O)(=O)Nc2cc(OC)c(NC(=O)c3ccco3)cc2OC)cc1 | -29.5% | -0.7% | -18.3%
CCc1ccccc1NC(=O)C1(C)Cc2ccccc2C(=O)O1 (stereo not given) | -22.0% | -4.3% | -3.6%
CC(NC(=O)CN(C)S(=O)(=O)c1ccc(Br)s1)c1ccccc1 (stereo not given) | -20.4% | -0.7% | -14.8%
O=C(CN1C(=O)c2ccccc2S1(=O)=O)N1CCN(c2ccccc2F)CC1 | -2.4% | -2.6% | -20.4%
COC(=O)C1CCN(C(=O)NC2CCCCC2)CC1 | 3.3% | -5.8% | -3.8%
O=C1CCN(Cc2cccn2-c2ccccn2)CCN1Cc1ccccc1C(F)(F)F | -14.4% | nt | -4.7%[9.04 µM]
CCCSc1nnc(N2C(=O)C(O)=C(C(=O)c3ccco3)C2c2ccccc2F)s1 (stereo not given) | -8.9% | -2.9% | -9.7%
Cc1ccc(NC(=O)[C@H](NC(=O)[C@@H]2Cc3ccccc3CN2)c2ccccc2)c(C)c1 | -28.6% | -0.8% | ?
CCn1c(SCC(=O)N2CCN(c3ccc(F)cc3)CC2)nnc1-c1ccncc1 | -12.5% | -1.5% | -14.1%
O=C(COc1cc(Cl)ccc1Cl)Nc1nnc(CC(=O)N2CCOCC2)s1 | -19.5% | -1.7% | -8.5%
COc1ccc(CCNc2ncccc2C#N)cc1OC | ? | -10.9% | -25.0%

Part of the list above in order of length of the SMILES, low to high.
smiles | DT40 TDP1 no CPT | KAT2A inh | DT40 TDP1 CPT
C=CCN(CC=C)Cc1cc(=O)n2c(-c3ccccc3)csc2n1 | -25.9% | 3.3% | -14.1%
CCCOC(=S)N/C(=N\S(=O)(=O)c1ccccc1)c1ccccc1 | ? | -3.3% | ?
COc1ccc(S(=O)(=O)Nc2cc(OC)c(NC(=O)c3ccco3)cc2OC)cc1 | -29.5% | -0.7% | -18.3%

Next part
smiles | DT40 TDP1 no CPT | KAT2A inh | DT40 TDP1 CPT
O=C(Nc1ccc(O)c(-c2nc3ccccc3o2)c1)c1ccc(Br)cc1 | -3.5% | -7.2% | -4.6%
COC(=O)c1sccc1S(=O)(=O)N(CC(=O)Nc1ccc(C)cc1)c1ccccc1 | 20.6µM* | -1.2% | ?
COC(=O)CSc1nc2c(c(=O)n(C)c(=O)n2C)n1CCCc1ccccc1 | ? | -3.5% | -25.1%
CNC(=S)N/N=C/c1cn(CCOc2ccc(OC)cc2)c2ccccc12 | 7.31µM* | -12.1% | 8.2µM*
CC(Oc1cccnc1[N+](=O)[O-])C(=O)N1CCc2ccccc21 (stereo not given) | ? | -0.8% | -15.1%
CC(=O)n1nc(-c2cccnc2)nc1N | -7.0% | -6.8% | -21.8%
CCN(CC)S(=O)(=O)N1CCC(C(=O)NC2CCCc3ccccc32)CC1 (stereo not given) | ? | -1.9% | ?
Cc1cc(=O)n2[nH]c(C(F)(F)F)c(-c3ccccc3)c2n1 | ? | -0.9% | 1.3%
CCCCc1ccc(NC(=O)CSc2nc3ccccc3nc2N2CCOCC2)cc1 | 25.9µM* | -10.2% | ?
COc1ccc(-n2c(=O)cc(N3CCN(c4ccccc4F)CC3)[nH]c2=O)cc1 | -7.9% | 3.1% | -14.2%
COc1cccc(CCOC(=O)c2c(-c3ccsc3)oc3c2C(OC(C)=O)CCC3)c1 (stereo not given) | ? | nt | ?
COc1ccccc1N1CCN(C(=O)Cn2cnc3sc(C)c(S(=O)(=O)N4CCC(C)CC4)c3c2=O)CC1 | ? | 3.1% | ?
COc1cc2c(cc1OC)C(COc1ccc(F)cc1)N(C(=O)c1cccc(F)c1)CC2 (stereo not given) | ? | -4.0% | 16.4µM*
Cc1ccc(CNc2ncnc3sc(C(=O)N4CCCC(C(N)=O)C4)c(C)c23)o1 (stereo not given) | -20.8% | nt | -11.7%[9.04 µM]
Cc1cc(C)c2cc(C(=O)N(C)C3CCN(C)CC3)[nH]c2c1 | ? | 2.4% | -12.8%
CCn1c(SCC(=O)N2CCCCC2C)nc2ccsc2c1=O (stereo not given) | ? | 2.1% | 10µM*
CCC(CC)C(=O)Nc1cccc(/C(C)=N/NC(=O)c2ccccc2Cl)c1 | -20.4% | -8.5% | -7.8%
CCOc1ccc(CNc2nc3ccccc3n2CCN2CCOCC2)cc1 | 20.6µM* | -0.4% | ?
COc1ccc(Nc2nc(N)nc(CSc3n[nH]c(-c4ccccc4)n3)n2)cc1 | ? | -11.8% | ?
CNC(=O)C(=O)NCCN1CCN(C(=O)c2ccc([N+](=O)[O-])cc2)CC1 | 0.1% | -12.7% | -2.7%

The closing six entries of the section above open the next one:
smiles | DT40 TDP1 no CPT | KAT2A inh | DT40 TDP1 CPT
Cc1cc(C)c2cc(C(=O)N(C)C3CCN(C)CC3)[nH]c2c1 | ? | 2.4% | -12.8%
CCn1c(SCC(=O)N2CCCCC2C)nc2ccsc2c1=O (stereo not given) | ? | 2.1% | 10µM*
CCC(CC)C(=O)Nc1cccc(/C(C)=N/NC(=O)c2ccccc2Cl)c1 | -20.4% | -8.5% | -7.8%
CCOc1ccc(CNc2nc3ccccc3n2CCN2CCOCC2)cc1 | 20.6µM* | -0.4% | ?
COc1ccc(Nc2nc(N)nc(CSc3n[nH]c(-c4ccccc4)n3)n2)cc1 | ? | -11.8% | ?
CNC(=O)C(=O)NCCN1CCN(C(=O)c2ccc([N+](=O)[O-])cc2)CC1 | 0.1% | -12.7% | -2.7%
O=C(Nc1ccc(NC(=O)c2ccco2)nc1)c1ccccn1 | ? | -4.5% | -28.6%
CCCOc1ccc(N2CC(C(=O)NC3=NCCS3)CC2=O)cc1 (stereo not given) | -10.1% | -7.9% | -0.4%
CCn1nc(C)cc1C(=O)Sc1ccc(Cl)cc1Cl | 3.66µM* | -1.0% | 3.66µM*
CCCCCCCn1c2c(c(=N)c3ccccc31)CCC2 | 0.581µM* | -7.6% | 0.517µM*
C/C(CC(=O)NC1CCCC1)=N\NC(=O)C1CCCCC1 | 7.4% | -0.6% | 5.3%
COc1ccc(C(=O)Nc2ccccc2)cc1NC(=O)c1ccc([N+](=O)[O-])cc1 | ? | -13.2% | -26.8%
COc1cccc(CNCCSc2nnnn2-c2ccccc2)c1OC | 23.1µM* | -13.9% | ?
O=C(NCc1cccnc1)c1cc(C2CCCN(C(=O)c3cccc(O)c3)C2)on1 (stereo not given) | -13.9% | nt | -0.4%
Cc1ccc(-n2c(Cc3cccc4ccccc34)n[nH]c2=S)c(C)c1 | ? | -5.3% | ?
FC(F)(F)c1cc(-c2cccs2)nc2nc(N3CCOCC3)sc12 | ? | -4.9% | ?
Cc1nc(SCC(=O)Nc2sccc2C(N)=O)c2c(C)c(C)sc2n1 | ? | nt | 20.6µM*
CCOc1ccc(NC(=O)C2CCCN(S(C)(=O)=O)C2)cc1 (stereo not given) | 7.4% | 2.7% | 9.5%
CCCCOC(=O)C1=C(C)Nc2ncnn2C1c1cccc(OC)c1OC (stereo not given) | ? | -16.3% | -29.9%
O=C(COc1ccccc1)NCc1ccc2c(c1)CCN2C(=O)c1ccccc1 | 6.51µM* | -0.2% | 11.6µM*
COC(=O)c1ccc(N2C(=O)CC(SCC(=O)Nc3ccc(OC)cc3)C2=O)cc1 (stereo not given) | 5.17µM* | 0.0% | 14.6µM*
COc1ccc(CCNC(=O)[C@H](C)N2C(=O)N3CCc4c([nH]c5ccccc45)[C@@]3(C)C2=O)cc1OC | ? | -18.4% | ?
O=C(CN1C(=O)COc2ccc(S(=O)(=O)NC3CCCC3)cc21)NCc1ccc(Cl)cc1 | ? | -5.6% | -18.1%

Compound activity as filed in PubChem BioAssay.
